HDAC3 inhib: human HDAC3 inhibition; O15379; recombinant HDAC3, fluorogenic peptide/trypsin coupled, fluorescence; inhibition, % at 8.3 µM; 320,000 compounds, 0.15% hits; in the data active = inhibition above about 26%, passing the limit was not always enough; inconclusive = no clear call, values can overlap the other calls
Target sequence (O15379 whole entry, looked up): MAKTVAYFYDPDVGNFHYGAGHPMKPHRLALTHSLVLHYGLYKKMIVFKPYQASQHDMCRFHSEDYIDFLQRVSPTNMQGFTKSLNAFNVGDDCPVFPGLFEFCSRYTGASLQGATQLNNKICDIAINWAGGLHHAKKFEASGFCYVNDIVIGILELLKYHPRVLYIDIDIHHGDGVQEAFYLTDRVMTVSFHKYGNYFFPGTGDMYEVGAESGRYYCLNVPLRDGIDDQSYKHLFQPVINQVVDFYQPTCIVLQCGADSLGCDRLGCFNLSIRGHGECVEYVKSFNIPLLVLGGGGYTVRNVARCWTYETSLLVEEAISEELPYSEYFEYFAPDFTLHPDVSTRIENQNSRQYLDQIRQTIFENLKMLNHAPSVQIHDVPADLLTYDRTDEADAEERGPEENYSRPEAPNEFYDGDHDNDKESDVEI
KCNK3 inh: human KCNK3 channel inhibition, primary screen. O14649. CHO-KCNK3 thallium flux, FluxOR fluorescence; active compounds read low. B-score at 10 µM. 340,000 compounds, 0.84% hits. AID 602410;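 active = B-score under library mean minus 4 SD, starting fluorescence ratio at most library mean plus 5 SD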;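 also: more negative B-score means stronger inhibition of thallium flux through KCNK3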
Target sequence (O14649 whole entry, looked up): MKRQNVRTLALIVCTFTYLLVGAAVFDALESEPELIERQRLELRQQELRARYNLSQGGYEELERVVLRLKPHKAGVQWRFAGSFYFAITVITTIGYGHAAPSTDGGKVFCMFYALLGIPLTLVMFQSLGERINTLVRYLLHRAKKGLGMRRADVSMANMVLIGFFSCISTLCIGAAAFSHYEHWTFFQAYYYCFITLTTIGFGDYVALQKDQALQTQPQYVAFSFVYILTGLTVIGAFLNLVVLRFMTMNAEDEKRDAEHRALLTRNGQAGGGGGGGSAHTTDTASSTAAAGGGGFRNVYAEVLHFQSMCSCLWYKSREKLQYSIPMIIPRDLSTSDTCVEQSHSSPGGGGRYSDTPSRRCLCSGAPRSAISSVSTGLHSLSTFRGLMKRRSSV
KCNK9 inh: human KCNK9 channel inhibition | Q9NPC2 | HEK293 KCNK9, FluxOR thallium flux fluorescence; active compounds read low | B-score at 10 µM | 310,000 compounds, 1.2% hits;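 active = ratio B-score over 3 SD below the library mean, with starting fluorescence within 5 SD of its mean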;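 also: negative B-score means less thallium flux so channel inhibition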
KCNQ1 block: inhibitors of human KCNQ1 potassium channel. AID 2642. P51787. B-score at 10 µM. 310,000 compounds, 1.3% hits. CHO-K1 KCNQ1, FluxOR thallium flux fluorescence; active compounds read high;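 active = compounds whose thallium flux B-score, printed positive for inhibition, exceeds three library SD while starting fluorescence stays within three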;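 also: channel opened by potassium depolarization with thallium stimulus after 20 min compound exposure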
TMEM16A act: activators or potentiators of mouse TMEM16A chloride channel; B-score at 10 µM; HEK293 TMEM16A/YFP-H148Q/I152L, iodide quench fluorescence; active compounds read low; Q8BHY3; 340,000 compounds, 0.3% hits; AID 623877;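 active = fluorescence-ratio B-score plate-corrected deviation score at least 3 library SD below zero, with starting fluorescence score within 5 deviations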;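 also: channel opened by trigger with iodide after compound preincubation; score built on the fluorescence ratio of max minus min over baseline; more negative score means more quench and so TMEM16A activation or potentiation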
KCNQ1 act: potentiates or activates the human KCNQ1 potassium channel; B-score at 10 µM; 310,000 compounds, 0.35% hits; P51787; CHO-K1 KCNQ1, thallium flux FluxOR fluorescence; active compounds read high;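 active = fluorescence ratio B-score, a plate-corrected score, at least three library SD, with initial intensity B-score within 5 SD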
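Assay system: stable KCNQ1 CHO-K1 line; medium: assay buffer, equal DMSO in all wells; timing: 90 min dye loading and 20 min compound exposure, both at room temperature; technique: kinetic FluxOR thallium fluorescence, 10-s 1-Hz baseline, 110-s post-stimulus read; read-out basis: B score of baseline-normalized fluorescence ratio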
hERG protect: shields human hERG channel from block by proarrhythmic agents | activation (rescue from dofetilide block), less the hit threshold, % at 10 µM | 310,000 compounds, 0.51% hits | CHO-hERG, FluxOR thallium flux, dofetilide IC70 present | AID 1511;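 active = activation above the mean of controls blocked by dofetilide plus 5 SD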;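 also: thallium influx through hERG after potassium depolarization seen as dye fluorescence rise; in these data hits start at about 4.7%; inactives centre near -7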
TRPC4 PAM: allosterically enhances the mouse TRPC4 cation channel. B-score at 10 µM. Q9QUQ5. 310,000 compounds, 0.42% hits. HEK293 TRPC4beta/mu-opioid, DAMGO EC20, Fluo-4 Ca2+ flux; active compounds read high;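 active = B-score of calcium response area above 5 SD of library B-scores, with initial fluorescence ratio within 5 SD of library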;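 also: B-score of integrated fluorescence ratio over time as area under calcium response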
Dyrk1A ADPGlo: blocks rat Dyrk1A kinase activity | Q63470 | ADP-Glo luminescence, NFATc1 peptide | inhibition, % at 12.5 µM | 310,000 compounds, 0.43% hits; in the data active = inhibition above about 50%;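 also: plate controls were vehicle with enzyme for no effect and no enzyme for full effect; many of its hits are not listed in these tables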
TMEM16A inh: blocks the mouse calcium-activated chloride channel TMEM16A; 310,000 compounds, 1.2% hits; Q8BHY3; AID 588511; HEK293 TMEM16A/YFP iodide influx fluorescence, ionomycin; normalized B-score (activity score, 25-100; higher = stronger inhibition) at 10 µM;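 active = ratio plate-corrected score three or more library SD toward inhibition, starting fluorescence score within five deviations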;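 also: score derived from kinetic fluorescence span divided by baseline fluorescence per well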
TRPC4 act: TRPC4 (mouse) channel activation; B-score at 10 µM; HEK293 TRPC4beta/mu-opioid, Fluo4 calcium fluorescence; active compounds read high; Q9QUQ5; 310,000 compounds, 0.49% hits;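 active = B-score above 5 SD of library B-scores, and initial fluorescence ratio not above library mean plus 5 SD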;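 also: positive B-score marks a calcium rise read as TRPC4 activation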
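Assay system: HEK293 stable line with TRPC4beta plus mu-opioid receptor; schedule: 45 min room-temperature Fluo4 loading, 110 s read; technique: kinetic Fluo4 calcium fluorescence; evaluation: integrated baseline-normalised fluorescence ratio, converted to per-well B score; controls: buffer (low) and maximal DAMGO (high)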
Starred values were filed as active, the others as inactive; i = inactive; ? = inconclusive; · = no result given. A portion of the library; rates above refer to the full screens.

cpd	SMILES	KCNK3 inh	KCNK9 inh	TRPC4 act	TRPC4 PAM	KCNQ1 act	HDAC3 inhib	KCNQ1 block	TMEM16A inh	hERG protect	Dyrk1A ADPGlo	TMEM16A act
1	COc1ccc(NC(C(=O)Nc2cccc(C(C)=O)c2)c2ccccc2)cc1 (stereo not drawn)	i	i	i	i	i	7.2	i	i	-4.8	2.7	i
2	CC(C)CNS(=O)(=O)c1ccc(CCC(=O)NCc2ccncc2)cc1	i	i	i	i	i	-4.3	i	i	-6.8	-10.1	i
3	Cc1cccc(C2c3[nH]c4ccccc4c3CCN2C(=O)Cc2nc(-c3ccccc3)n[nH]2)n1 (stereo not drawn)	i	i	i	i	i	1.8	i	i	-1.8	0.2	i
4	c1ccc(CN2C3=NCCCN3c3ccccc32)cc1	i	i	i	i	i	-4.5	i	i	-3.1	4.5	i
5	CCS(=O)(=O)c1ccc(C(=O)NC2CC2)c(Cl)c1Cl	i	i	i	i	i	-5.0	i	i	-9.2	-1.2	i
6	COc1cccc(C2=NOC(C(=O)NCc3ccccc3)C2)c1 (stereo not drawn)	i	i	i	i	i	2.7	i	i	-10.1	2.3	i
7	O=C1CCCC(=O)N1c1ccc(N2CCN(c3ccccc3)CC2)c([N+](=O)[O-])c1	i	i	i	i	i	7.0	i	i	-4.0	-3.7	i
8	Cc1ccsc1C(=O)OCC(=O)N1CCN(C(=O)c2ccco2)CC1	i	i	i	i	i	0.7	i	i	-5.2	5.2	i
9	CC(C)C(=O)Nc1cccc(NC(=S)NC(=O)C(c2ccccc2)c2ccccc2)c1	i	-14.9*	i	i	i	9.9	i	i	-7.6	-6.6	i
10	Cc1cccc(NC(=O)C2CCN(S(=O)(=O)c3cccs3)CC2)n1	i	i	i	i	i	-1.8	i	i	-5.9	-4.1	i
11	Cn1c(SCc2ccc(F)cc2)nnc1-c1cccs1	i	i	i	i	i	2.8	i	i	-6.3	1.0	i
12	CC(C)CCn1c(-c2nonc2N)nc2ccccc21	i	i	i	i	i	12.5	i	i	-1.8	12.2	i
13	CCCCCOC(=O)C1=C(C)NC(=O)NC1c1ccc(N(C)C)cc1 (stereo not drawn)	i	i	i	i	i	7.7	i	i	-8.3	·	i
14	COc1ccc(OC)c2[nH]c(=O)c(CCNC(=O)c3ccc4c(c3)OCO4)cc12	i	i	i	i	i	·	i	i	-11.3	2.1	i
15	CC1=C(C(N)=O)C(c2ccccc2F)n2nc(CCCO)nc2N1 (stereo not drawn)	i	i	i	i	i	-5.5	i	i	-2.1	5.1	i
16	CC(=O)C(=Cc1ccc(C(=O)O)cc1)C(C)=O	i	i	i	i	i	-5.3	i	i	-3.2	-4.5	i
17	OC(COc1ccc2c(c1)OCO2)CN1CCN(c2ccccc2)CC1 (stereo not drawn)	i	i	i	i	i	6.5	i	i	-6.3	-6.8	i
18	O=C(Cc1ccc(F)cc1)N/N=C/c1ccc2c(c1)OCO2	i	i	i	i	i	-13.1	i	i	-13.8	-1.8	i
19	O=C(OCC1CCNCC1)c1ccc2c(c1)OCO2	i	i	62*	i	i	-3.5	i	i	-4.0	11.0	i
20	COc1ccc(C)cc1NC(=O)C1CCCN1S(=O)(=O)c1ccc2c(c1)CCC(=O)N2 (stereo not drawn)	i	·	·	·	·	7.0	·	i	·	-5.5	i
21	COc1ccccc1NC(=O)NC1CCCc2ccccc21 (stereo not drawn)	i	i	i	i	i	6.7	i	i	0.8	0.3	i
22	COc1ccc(CNC(=O)CN(C(=O)CCC(=O)Nc2ccccn2)c2ccc(C)cc2)cc1	i	i	i	i	i	-4.9	i	i	-3.9	-13.8	i
23	CCOC(=O)N1CCC(NC(=O)CS(=O)Cc2nc(-c3ccc(Cl)cc3)oc2C)CC1 (stereo not drawn)	i	i	i	i	i	-1.2	i	i	-2.6	-4.0	i
24	CC(NCc1ccccc1OC1CCCC1)c1ccccc1 (stereo not drawn)	i	i	i	i	i	-1.6	i	i	-14.1	-8.1	i
25	Cc1ccc(C2=NOC(=O)/C2=C\C=C\c2ccccc2)cc1	i	i	i	i	8*	·	i	·	0.5	1.9	i
26	CN(C(=O)COC(=O)c1ccc(S(=O)(=O)N2CCCC2)cc1)c1ccccc1	i	i	i	i	i	-2.5	i	i	-8.2	2.3	i
27	CC(NC(N)=O)C(=O)NCC(=O)OCc1ccccc1 (stereo not drawn)	i	i	i	i	i	0.3	i	i	-3.9	-1.9	i
28	COc1cc(/C=N/NC(=O)CN(Cc2ccccc2)S(=O)(=O)c2ccc3c(c2)OCCO3)ccc1O	i	i	i	i	i	-0.7	i	i	-16.8	1.2	i
29	O=C(NCc1ccco1)c1nn2cccnc2c1Cl	i	i	i	i	i	·	i	i	-7.0	·	i
30	OC(CNC1CCCCCC1)COc1cccc2ccccc12 (stereo not drawn)	i	i	i	i	i	?	i	i	-11.8	48.6	i
31	Cn1c(C(=O)O)c(CC(=O)N2CCC(Cc3ccccc3)CC2)c2ccccc21	i	i	i	i	i	4.6	i	i	-5.8	8.9	i
32	COc1ccc(NC(=O)CCNC(=O)N2CC(=O)Nc3ccccc32)c(OC)c1	i	i	i	i	i	2.1	i	i	-9.2	-0.6	i
33	O=C(O)c1ccc2c(c1Sc1ccccc1)C(=O)c1ccccc1C2=O	·	i	i	i	i	0.3	i	i	-11.4	·	·
34	COc1ccc(CC(=O)NCCc2cnc[nH]2)cc1	i	i	i	i	i	1.5	i	i	-0.3	4.8	i
35	COc1ccc(C(C)C)cc1S(=O)(=O)N1CC(C)OC(C)C1 (stereo not drawn)	i	i	i	i	i	7.6	i	i	-9.7	·	i
36	COc1ccc(C(=O)OCC(=O)Nc2ccc(F)c(F)c2)cc1OC	i	i	i	i	i	?	i	i	-3.8	-1.3	i
37	CCC(c1nnnn1Cc1ccccc1)N1CCN(c2ccc(OC)cc2)CC1 (stereo not drawn)	i	i	i	i	i	-1.1	i	i	-3.3	2.5	i
38	CC(C)Nc1nc2cccnc2s1	i	i	i	i	i	-8.7	i	i	-6.3	9.6	i
39	COCCN(C(=O)COC(=O)C1=COCCO1)c1c(N)n(Cc2ccccc2)c(=O)[nH]c1=O	i	i	i	i	i	-4.5	i	i	-7.3	2.9	i
40	NC(=O)c1cccc(S(=O)(=O)N2CC(c3ccccc3)CC2=O)c1 (stereo not drawn)	i	i	i	i	i	-1.2	i	i	-8.8	-0.3	i
41	Cc1occc1C(=O)Nc1nn[nH]n1	i	i	i	i	i	-2.7	i	i	-7.3	7.7	i
42	CCC(C)[C@H](NC(=O)N1CCn2c1nc1ccccc12)C(=O)NCC1CCCO1 (stereo partly drawn)	i	i	i	i	i	-1.4	i	i	-1.7	-1.5	i
43	Cc1cc(C(=O)O)cc(S(=O)(=O)NNC(=O)c2cccs2)c1C	i	i	i	i	i	-0.3	i	i	-9.7	0.7	i
44	COc1ccccc1Nc1nc(N)nc(CN2CCOCC2)n1	i	i	i	i	i	3.4	i	i	-2.4	-5.0	i
45	Cc1ccc(S(=O)(=O)N2CCOCC2)cc1NC(=O)CNCc1ccccn1	i	i	i	i	i	-7.5	i	i	-1.9	-1.9	i
46	COc1ccc(CCNCC(=O)Nc2c(C)cc(C)cc2C)cc1OC	i	i	i	i	i	12.1	i	i	-6.7	4.6	i
47	Cn1c(=O)c2c(nc(-n3ccnc3)n2Cc2ccc(Cl)cc2Cl)n(C)c1=O	i	i	i	i	i	0.3	i	i	-2.8	-0.3	i
48	COc1ccc(S(=O)(=O)N(C)c2ccc(C(=O)N3CCN(C)CC3)cc2)cc1	i	i	i	i	i	9.5	i	i	-10.7	-0.5	i
49	O=C(COC(=O)CCN1C(=O)/C(=C\C=C\c2ccccc2)SC1=S)Nc1ccc(Br)cc1	i	i	i	i	i	-1.2	i	i	0.3	-1.3	i
50	O=C(COC(=O)c1cc(S(=O)(=O)N2CCOCC2)c(Cl)cc1Cl)Nc1ncc(C(F)(F)F)cc1Cl	i	·	·	·	·	-0.1	·	i	·	6.1	i
51	COc1ccc(C2C3=C(CC(C)(C)CC3=O)Nc3c2c(=O)[nH]c(=O)n3Cc2ccccc2)cc1OC (stereo not drawn)	i	i	i	i	i	-2.1	i	i	-6.4	3.7	i
52	COc1cc(SC)ccc1C(=O)OCc1nc2ccsc2c(=O)[nH]1	i	i	i	i	i	3.0	i	i	-9.9	-4.1	i
53	CCCCCCOc1ccc(OCC(O)CN2C(=O)NC(C)(C)C2=O)cc1 (stereo not drawn)	i	i	i	i	i	-0.3	i	i	-8.1	4.2	i
54	CCCCn1nc(CC(=O)O)c2ccccc2c1=O	i	i	i	i	i	-2.5	i	i	-7.6	11.3	i
55	COc1nc(C#N)c(N2CCOCC2)o1	i	i	i	i	i	-0.8	i	i	-17.8	42.0	i
56	CC(CCC(=O)O)C1CCC2C3C(O)CC4CC(O)CCC4(C)C3CC(O)C12C (stereo not drawn)	i	i	i	i	i	3.9	i	i	-7.5	-2.3	i
57	CCOc1ccc(NC(=O)c2ccc(Cl)c(NC(=O)c3ccco3)c2)cc1	i	i	i	i	i	-2.6	i	i	-9.1	20.0	i
58	COc1ccc(CC(=O)NNC(=O)c2ccccn2)cc1	i	i	i	i	i	1.9	i	i	-7.9	·	i
59	CN(C(=O)c1ccncc1)C1CC(C)(C)N(O)C(C)(C)C1	i	i	i	i	i	4.6	i	i	-10.5	1.1	i
60	CC(C)c1nc(SCC(=O)NC2CCCC2)c2c(=O)n(C)c(=O)n(C)c2n1	i	i	i	i	i	-7.5	i	i	-6.3	2.5	i
61	Cc1cc(C)cc(Nc2nc3c([nH]2)c(=O)n(C)c(=O)n3C)c1	i	i	i	i	i	5.4	i	i	-9.4	-1.2	i
62	COc1ccccc1N(CC(=O)NC1CCCCC1)C(=O)CNC(=O)c1cccs1	i	i	i	i	i	-2.1	i	i	-2.3	2.5	i
63	CC1CCCCC12NC(=O)N(Cn1nnc3ccccc3c1=O)C2=O (stereo not drawn)	i	i	i	i	i	0.8	i	i	-6.5	4.6	i
